Compound activity (PubChem BioAssay)
phage Ecoli inh: E. coli growth loss with phage present. growth absorbance. inhibition, % at 11.9 µM. actives 0.26% (n = 360,000). AID 651602; in the data active = inhibition above about 11%
Active calls of the source: *. Not all compounds are listed, so the mix of outcomes need not match the whole.

Sample of the layout:
SMILES	phage Ecoli inh
Cc1ccc(F)c(S(=O)(=O)NC(=O)C2(C)CCN2C(=O)CC(c2ccccc2)c2ccccc2)c1 (stereo unspecified)	0.0
COc1ccccc1C(NC(=O)C1CCN(CCOc2ccc(Cl)cc2Cl)CC1)c1ccccn1 (stereo unspecified)	1.7

Main list, repeating the preview:
SMILES	phage Ecoli inh
Cc1ccc(F)c(S(=O)(=O)NC(=O)C2(C)CCN2C(=O)CC(c2ccccc2)c2ccccc2)c1 (stereo unspecified)	0.0
COc1ccccc1C(NC(=O)C1CCN(CCOc2ccc(Cl)cc2Cl)CC1)c1ccccn1 (stereo unspecified)	1.7
CC(=O)C[C@H]1SC[C@@H](C(C)C)N1S(=O)(=O)c1ccc(C)cc1	1.7
Cc1cc(Br)cn2c(Cc3ccsc3)c(C(C)(C)C)nc12	3.1
CCOC(=O)[C@]12CCC=C1N(Cc1ccccc1)C(=O)[C@H](CC(=O)NCCc1ccccc1OC)C2	1.2
O=C([C@H]1O[C@@H](n2ccc(=O)[nH]c2=O)[C@H](O)[C@@H]1O)N1CCN(Cc2ccccn2)CC1	2.0
CN(C)c1ccc(NC(=S)Nc2ccc3c(c2)c(=O)n(C)n3-c2ccc(C(C)(C)C)cc2)cc1	0.1
COC(=O)[C@@]12C[C@@H](CC(=O)N3CCSCC3)C(=O)N(Cc3cccc4ccccc34)C1=CCC(C)(C)C2	2.2
CSc1ccc(Cn2c(C)c(C(=O)NCc3ccc(F)cc3)sc2=O)cc1	-1.5
COc1ccccc1CNc1nc(NCc2ccc(C(C)C)cc2)c2sccc2n1	2.8
NC(Cc1ccccc1)c1csc(Nc2ccc(C(=O)c3ccccc3)cc2)n1 (stereo unspecified)	-1.4
O=S1(=O)C[C@H](N2CCC[C@@H]2CO)[C@@H](COCc2ccccc2)N1	2.3
COC(=O)[C@]12C[C@H](CC(=O)N3CCCC3)C(=O)N(CCC3=CCCCC3)C1=C[C@H](COCc1ccccc1)O[C@@H]2C	3.3
CC1(C(=O)NS(=O)(=O)Cc2ccccc2)CCN1C(=O)Cc1ccccc1Cl (stereo unspecified)	0.5
CCCCNC(=O)C[C@@H]1C[C@@]2(C(=O)OCC)CCCC=C2N(CCC2=CCCCC2)C1=O	1.3
COC(=O)[C@]12CCCCC=C1N(Cc1ccco1)C(=O)[C@H](CC(=O)N1CCOCC1)C2	2.6
CCCCNC(=O)c1nc(C2CCN(S(=O)(=O)c3c(F)cccc3F)CC2)oc1-c1ccccc1	3.2
C=CCCC1CN(Cc2ccc(OC)cc2)S(=O)(=O)c2c(cccc2Sc2ccc(OC)c(OC)c2)O1 (stereo unspecified)	2.0
OC(c1ccc(F)c(F)c1)c1nc(-c2ccc(Cl)cc2)cs1 (stereo unspecified)	4.0
COC(=O)C1=C(C)N(Cc2ccc(C(F)(F)F)cc2)C(=NCc2ccc(OC)cc2)NC1c1ccccc1C(F)(F)F (stereo unspecified)	3.3
CC(=O)Nc1ccc(NC(=O)C2(C)Cc3c(-c4cccc(NC(C)=O)c4)ccnc3O2)cc1 (stereo unspecified)	2.0
Cc1ccc(S(=O)(=O)NC(=O)C2(C)CCN2C(=O)CCc2ccc(Cl)cc2Cl)nc1 (stereo unspecified)	2.9
CC(C)(C)NC(=O)C(c1ccc(-c2ccccc2)cc1)n1c(=O)c(-c2ccco2)nc2ccccc21 (stereo unspecified)	4.1
CCc1nc2c(OCCOC)cccn2c1N(C)C(=O)c1ccco1	3.6

Not a retest: 5 of the compounds above.
SMILES	phage Ecoli inh
COC(=O)[C@]12C[C@H](CC(=O)N3CCCC3)C(=O)N(CCC3=CCCCC3)C1=C[C@H](COCc1ccccc1)O[C@@H]2C	3.3
CC1(C(=O)NS(=O)(=O)Cc2ccccc2)CCN1C(=O)Cc1ccccc1Cl (stereo unspecified)	0.5
CCCCNC(=O)C[C@@H]1C[C@@]2(C(=O)OCC)CCCC=C2N(CCC2=CCCCC2)C1=O	1.3
COC(=O)[C@]12CCCCC=C1N(Cc1ccco1)C(=O)[C@H](CC(=O)N1CCOCC1)C2	2.6
CCCCNC(=O)c1nc(C2CCN(S(=O)(=O)c3c(F)cccc3F)CC2)oc1-c1ccccc1	3.2

Other records:
SMILES	phage Ecoli inh
OCCNc1ncnc2c1ncn2[C@H]1CN(Cc2cccs2)C[C@@H](CO)O1	2.8
Cc1ccc(NC(=O)C2(C)CCN2C(C)C)cc1C (stereo unspecified)	3.1
Cc1ccsc1C(=O)N1CCC1(C)C(=O)NCc1cccc2ccccc12 (stereo unspecified)	2.2
Cc1ccc(OCc2nc3ccccc3n2C(C(=O)Nc2c(C)cccc2C)C2CC2)cc1 (stereo unspecified)	1.4
CO[C@@H]1CN(C)C(=O)c2cc(NC(=O)Nc3ccc(Cl)cc3)ccc2OC[C@H](C)NC[C@H]1C	1.4
Cc1ccc(Cc2c(-c3ccco3)nc3c(C)cc(Br)cn23)cc1	2.0
O=C(NCc1ccccc1)[C@@H]1CCCN1C(=O)[C@H]1CCCN1C(=O)c1ccc(OC(F)(F)F)cc1	0.5
Cc1noc(C)c1S(=O)(=O)N1CCCCC1c1cc(C(=O)Nc2cccc3c2CCCC3)no1 (stereo unspecified)	0.2
COC(=O)c1cc2c(c3c4cc(F)ccc4n(S(=O)(=O)c4ccccc4)c13)C(=O)N(Cc1ccc(N(C)C)cc1)C2	-0.4
CC1=C2CCCC[C@@]23C2C(=O)N(C)C(=O)[C@@H]2ON3OC1 (stereo partly specified)	2.1
O=[N+]([O-])c1ccc(CN2[C@H](COCc3ccccc3)C=CS2(=O)=O)cc1	1.8
COc1ccc(CNC(=O)/C=C/[C@H]2O[C@@H](n3cnc4c(NC(=O)c5ccccc5)ncnc43)[C@H](O)[C@@H]2O)cc1	2.2
COC(=O)c1cc2c(c3c4cc(C)ccc4n(S(=O)(=O)c4ccc(C)cc4)c13)C(=O)N(Cc1ccccc1)C2	3.0
COc1cc(NC(=O)Nc2nnc([C@@H]3C[C@H](O)[C@@H](CO)O3)s2)cc(OC)c1OC	-0.3
C[C@@H](c1ccccc1)N1C[C@@H](COCc2ccccc2)Oc2cc(N3CC[C@H](O)C3)ccc2S1(=O)=O	1.0
Cc1ccccc1CN1[C@@H](C)[C@H](c2ccccc2)Oc2cccc(N3CCCC(C)C3)c2S1(=O)=O (stereo partly specified)	4.0
OC(c1ccccc1)(c1nc(-c2ccc(F)c(Cl)c2)cs1)C(F)(F)F (stereo unspecified)	4.4
N#Cc1ccc(Nc2nc(-c3ccccc3)c(C(=O)c3ccccc3)s2)cc1	5.6
O=C(c1ccco1)N1CCN(C2CN(Cc3cn(Cc4ccccc4C(F)(F)F)nn3)S(=O)(=O)C2)CC1 (stereo unspecified)	2.3
COc1cccc(NC(=O)C2(C)CCN2C(=O)CC2CCCC2)c1 (stereo unspecified)	3.7
CCCCOCCCNC(=O)C[C@@H]1C[C@@]2(C(=O)OCC)CCCC=C2N(Cc2ccc3c(c2)OCO3)C1=O	-3.1
CC(=O)O[C@@H]1C=C[C@@H](C#Cc2ccc(C(C)(C)C)cc2)O[C@@H]1COC(=O)NC(C)C	1.8
COc1cc(NC(=O)[C@@H](Cc2ccccc2)NC(=O)[C@H]2O[C@@H](n3ccc(=O)[nH]c3=O)[C@H](O)[C@@H]2O)cc(OC)c1OC	2.0
CCc1nc2c(OCc3cc(Cl)cc(Cl)c3)cccn2c1N(C)C(=O)c1ccccc1F	2.7
OC[C@@H]1CN(Cc2cccs2)C[C@H](n2cnc3c(NCc4ccc(F)cc4)ncnc32)O1	6.5
COC(=O)c1c(NC(=O)CN2CCN(c3ccccc3OC)CC2)c2c(C)cccc2n1C	2.7
COC(=O)C1=C(C)N(C)C(=NCc2ccccc2)NC1CCc1ccccc1 (stereo unspecified)	-0.2
C1=C[C@H]2CCCN3CC[C@@H]([C@@H]2[C@]32CO2)[C@H]1CCOCc1ccccc1	0.1
O=C(C[C@H]1C=C[C@H](NC(=O)c2ccccn2)[C@@H](CO)O1)NCc1cc(F)cc(F)c1	3.3
COCCNC(=O)C1(C)CCCN(C(=O)c2cc(F)ccc2C)C1 (stereo unspecified)	1.4
Cc1ccc(S(=O)(=O)N[C@H]2CCC[C@@H]2O)cc1	0.5
Cc1cccc(C)c1-n1nnnc1C1(C)CCC(=O)N1CCCN1CCOCC1 (stereo unspecified)	-2.0
CCCCc1c(-c2ccc(F)cc2)ncn1CCc1ccccc1OC	3.1
S=C(NN=C1CCCCC1=NNC(=S)N1CCOCC1)N1CCOCC1	1.4
COCCCNC(=O)c1ccc2nc([C@@H]3O[C@H](CO)[C@H](O)[C@H](O)[C@H]3O)[nH]c2c1	2.6
COc1ccc(S(=O)(=O)N2CCC[C@H]2C(=O)N2CCC[C@H]2C(=O)NCc2ccccn2)cc1C	0.7
CCCCC(=O)N(C)c1c(C)nc2ccc(C(=O)NCc3ccccc3OC)cn12	2.0
COc1cccc(C=C(C(C)=O)C(=O)c2ccccc2)c1	-0.3
C=CCN=C1NC(CCc2ccccc2)C(C(=O)OC)=C(C)N1C (stereo unspecified)	2.2
Cc1cn([C@H]2C[C@H](O)[C@@H](CCC(=O)NCCc3cccs3)O2)c(=O)[nH]c1=O	2.7
CC(=O)C1=CCC(c2cccs2)N(S(=O)(=O)c2ccc(C)cc2)C1 (stereo unspecified)	3.4
COc1cccc(C(O)c2nc(/C=C/c3ccccc3)cs2)c1 (stereo unspecified)	2.0
Cc1nnc2nc(N)[nH]n2c1=O	3.8
O=C1NC[C@H](CCCCN2CCN(Cc3ccccc3)C(=O)C2=O)N(Cc2ccccc2)C1=O	0.4
COC(=O)c1ccc2nc(C3CCCCC3)c(Cc3ccccc3OC)n2c1	2.5
Nc1nc2c(ncn2[C@@H]2O[C@H](C(=O)NCCCc3ccccc3)[C@@H](O)[C@H]2O)c(=O)[nH]1	1.6
COCCCNc1ccn2nc(-c3ccccc3)cc2n1	3.5
COC(=O)C1=C(C)N(Cc2ccccc2C(F)(F)F)C(=NCc2ccc(C(F)(F)F)cc2)NC1c1ccc(C(F)(F)F)cc1 (stereo unspecified)	8.1
CC1(C(=O)O)CCCN(C(=O)c2cc3ccccc3s2)C1 (stereo unspecified)	2.9
COc1ccc(S(=O)(=O)N2CCCCC2c2cc(C(=O)NCc3cccnc3)no2)cc1 (stereo unspecified)	1.5
CCOC(=O)[C@]12CCC=C1N(Cc1ccc3c(c1)OCO3)C(=O)[C@H](CC(=O)NCc1cccs1)C2	1.4
C[C@@H](NC(=O)[C@@H]1CCCN1C(=O)OC(C)(C)C)c1ccccc1	0.9
COc1cccc(CN2CCC2(C)C(=O)Nc2cccc(NS(C)(=O)=O)c2)c1OC (stereo unspecified)	1.9
CCCCC[C@@H](C)N1C[C@H](COCc2ccccc2)Oc2cc(N3CC[C@H](N(C)C)C3)ccc2S1(=O)=O	8.2
Cc1cc(O)ccc1-c1ccc2nncn2c1	0.5
FC(F)(F)c1ccccc1Cc1c(-c2cccc(Br)c2)nc2c3ccccc3ccn12	1.1
COc1ccc(CN2C(=O)CN(S(C)(=O)=O)CC2(C)C(=O)NCc2ccccc2)cc1OC (stereo unspecified)	2.0
C[C@@H]1CN([C@@H](C)CO)C(=O)c2ccccc2-c2ccccc2CO[C@@H]1CN(C)Cc1ccc(Cl)c(Cl)c1	2.6
COc1ccc(-c2csc(C(NC(C)=O)c3cccc(F)c3)n2)cc1 (stereo unspecified)	1.8
CCOC(=O)[C@]12CCC=C1N(Cc1cccc3ccccc13)C(=O)[C@H](CC(=O)NCc1cccc(C(F)(F)F)c1)C2	6.1

Ordered by value in phage Ecoli inh (ascending): 3 from the list above.
| compound | phage Ecoli inh |
| --- | --- |
| COc1cccc(C=C(C(C)=O)C(=O)c2ccccc2)c1 | -0.3 |
| COc1cccc(NC(=O)C2(C)CCN2C(=O)CC2CCCC2)c1 (stereo unspecified) | 3.7 |
| N#Cc1ccc(Nc2nc(-c3ccccc3)c(C(=O)c3ccccc3)s2)cc1 | 5.6 |

Carrying on:
SMILES	phage Ecoli inh
Cc1[nH]c2ccccc2c1CC(=O)Nc1ccc(Nc2cccnc2)c(-c2ccc(Cl)c(Cl)c2)c1	-0.3
O=[N+]([O-])c1cc2c(ccc3occc32)o1	101*
C=CCN(CC=C)Cc1cc(=O)oc2cc(OC)c(Cl)cc12	3.3
CN(N=Cc1ccc2c(c1)OCO2)C(=O)c1ccccc1N	4.3
CC(C)C1Cc2[nH]c(=S)[nH]c(=O)c2C(c2ccc(F)cc2)O1 (stereo unspecified)	2.6
COc1cccc(-c2cc3nc(NCCN4CCCC4)n(C)c(=O)c3s2)c1	1.9
CCCCCn1cc(CCC(=O)Nc2ccc(N(C)c3ccccn3)cc2)c2ccccc21	2.4
O=C(N[C@H](Cc1ccccc1)C(=O)N1CCN(Cc2ccccn2)CC1)[C@H]1O[C@@H](n2ccc(=O)[nH]c2=O)[C@H](O)[C@@H]1O	-0.5
C(=C\c1ccccc1)/CN1CCN(C(c2ccccc2)c2nnnn2C2CCCC2)CC1 (stereo unspecified)	1.4
OC(c1ccc(Cl)c(Cl)c1)c1ncc(-c2ccccc2Cl)[nH]1 (stereo unspecified)	1.2
C=CC1=CCN(S(=O)(=O)C(C)(C)C)[C@@H]1CCO	1.0
CC(C)=CCC[C@H](C)C[C@@H]1Cc2[nH][nH]c(=O)c2[C@H](c2ccc(F)cc2)O1	-1.1
Cc1cccnc1C1=NOC(Cc2ccccc2)C(=O)N1Cc1ccc2c(c1)OCO2 (stereo unspecified)	5.4
COc1ccc(C(=O)NCC2CCN(C(=O)C(=O)c3cc4ccccc4o3)CC2)cc1	-0.2
CC(C)CN1CCC(CN2C(=S)NC[C@@H]2Cc2ccccc2)CC1	3.4
COc1cccc(Nc2nc(C(N)C(C)C)cs2)n1 (stereo unspecified)	-4.7
CCOC(=O)[C@]12CCC=C1N(Cc1cccc3ccccc13)C(=O)[C@H](CC(=O)NCc1cccc3ccccc13)C2	0.6
Cc1cccnc1C(c1ccc(F)cc1)N(C)C(=O)C1CCN(CCOc2ccc(Cl)cc2Cl)CC1 (stereo unspecified)	3.9
Cc1ccc(SC[C@H](C)CN2CCC(NC(=O)OCc3ccccc3)CCC2=O)cc1 (stereo partly specified)	1.3
COCOc1cccc(CN2CCC2(C)C(=O)Nc2cc(OC)ccc2OC)c1 (stereo unspecified)	1.2
COc1ccc(C(O)c2nc(/C=C/c3ccc(C(F)(F)F)cc3)cs2)cc1 (stereo unspecified)	-0.1
COCc1cc(N2CCNC[C@H]2C)ccc1N1CCS(=O)(=O)CC1	0.3
